NFkB binder – NF-kappa-B p105 (human) binding. Small molecule microarray, anti-His fluorescence binding. calls only. 17,000 tested, 1.3% active. AID 624139;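 active means spot fluorescence over background significantly raised, with a chance value under 7% in all four replicate spots of the compound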;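 further: probe protein is his-tagged human p50 processed subunit at 1 µg/ml; raw spot fluorescence signals with no normalization applied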
Target sequence (P19838 1-433 limits assumed): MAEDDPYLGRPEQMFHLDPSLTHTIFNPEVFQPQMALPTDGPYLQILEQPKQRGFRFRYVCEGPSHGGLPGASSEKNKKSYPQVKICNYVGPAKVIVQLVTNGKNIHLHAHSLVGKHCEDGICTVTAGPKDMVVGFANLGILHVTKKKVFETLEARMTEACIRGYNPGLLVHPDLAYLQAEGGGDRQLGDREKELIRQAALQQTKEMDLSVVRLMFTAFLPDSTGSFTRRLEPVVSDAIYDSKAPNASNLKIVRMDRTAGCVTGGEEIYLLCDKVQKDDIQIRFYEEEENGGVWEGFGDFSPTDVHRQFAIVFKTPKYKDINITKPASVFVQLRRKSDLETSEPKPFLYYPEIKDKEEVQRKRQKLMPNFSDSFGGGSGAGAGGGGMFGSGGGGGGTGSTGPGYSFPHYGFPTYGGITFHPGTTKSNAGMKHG
Calls only; i = inactive. Some of the compounds tested. The share of hits here may be higher or lower than overall.

Molecule,NFkB binder
Cc1ccc(S(=O)(=O)Nc2ccc3c(c2)CC(=O)N([C@H](C)CO)C[C@H](C)[C@@H](CN(C)C(=O)Nc2cccc4ccccc24)O3)cc1,i
CC(C)NC(=O)Nc1cccc2c1O[C@@H](CN(C)Cc1ccccc1)[C@H](C)CN([C@@H](C)CO)C2=O,i
CC(C)=CCC[C@@](C)(O)[C@H]1CC[C@]2(C)C1CC(O)C1[C@]3(C)C(CC[C@]12C)C(C)(C)[C@@H](O)C[C@H]3O (some centres undefined),i
C[C@@H]1CCCCO[C@@H](CN(C)S(=O)(=O)c2cccs2)[C@@H](C)CN([C@H](C)CO)C(=O)c2cc(NS(=O)(=O)c3cccs3)ccc2O1,i
Cc1cc(C(=O)Nc2cccc3c2O[C@H](CN(C)CC2CC2)[C@H](C)CN([C@@H](C)CO)C3=O)n(C)n1,i
CC(C)NC(=O)N(C)C[C@@H]1OCCCC[C@H](C)Oc2ccc(NC(=O)Nc3cccc4ccccc34)cc2C(=O)N([C@@H](C)CO)C[C@H]1C,i
Cc1ccc(-n2c(SCC(=O)c3ccccc3)nnc2-c2ccncc2)cc1C,i
COc1c2c(c(C)c3c1C(=O)OC3)OC1(C)CC(O)C(C(C)(C)O)C(C)(CCC(=O)O)C1C2 (centres undefined),i
COc1cc(-c2cc(=O)c3c(O)c(OC)c(OC)cc3o2)cc(OC)c1O,i
O=c1nc(NCc2ccco2)sc2ncccc12,i
O=C(Cn1nnc2sc3c(c2c1=O)CCCC3)NCc1ccco1,i
Cc1noc(C)c1S(=O)(=O)N(C)C[C@H]1OCCCC[C@@H](C)Oc2ccc(NC(=O)NC(C)C)cc2C(=O)N([C@@H](C)CO)C[C@@H]1C,i
Cc1cc(C)n2nc(SCC(=O)c3ccc4c5c(cccc35)CC4)nc2n1,i
COc1ccc(S(=O)(=O)N(C)C[C@H]2Oc3c(NC(=O)c4cc(C)nn4C)cccc3C(=O)N([C@H](C)CO)C[C@H]2C)cc1,i
C[C@@H]1CN([C@H](C)CO)C(=O)Cc2cc(NC(=O)CCN3CCOCC3)ccc2O[C@H]1CN(C)Cc1ccc(-c2ccccc2)cc1,i

Continued; the last 2 above are carried over.
Molecule,NFkB binder
COc1ccc(S(=O)(=O)N(C)C[C@H]2Oc3c(NC(=O)c4cc(C)nn4C)cccc3C(=O)N([C@H](C)CO)C[C@H]2C)cc1,i
C[C@@H]1CN([C@H](C)CO)C(=O)Cc2cc(NC(=O)CCN3CCOCC3)ccc2O[C@H]1CN(C)Cc1ccc(-c2ccccc2)cc1,i
CC(C)NC(=O)Nc1cccc2c1O[C@@H](CN(C)S(=O)(=O)c1cccs1)[C@@H](C)CN([C@H](C)CO)C2=O,i
O=C(NC1CCS(=O)(=O)C1)c1ccc(S(=O)(=O)NCC2CCCO2)cc1 (centres undefined),i
COc1ccc(CN(C)C[C@H]2Oc3ccc(NC(=O)Cc4cn(C)c5ccccc45)cc3CC(=O)N([C@@H](C)CO)C[C@@H]2C)cc1,i
COc1ccc(S(=O)(=O)N(C)C[C@H]2Oc3ccc(NC(=O)Cn4cnnn4)cc3C(=O)N([C@H](C)CO)C[C@H]2C)cc1,i
COc1c(C(O)CC(C)C)ccc2c1C(=O)OCc1cc(C)cc(O)c1O2 (centres undefined),i
COC(=O)[C@]1(C)CCC[C@@]2(C)[C@H]1CC=C(C)[C@@H]2CCc1ccoc1,i
COc1ccc(S(=O)(=O)N(C)C[C@@H]2Oc3c(NC(=O)c4ccncc4)cccc3C(=O)N([C@@H](C)CO)C[C@H]2C)cc1,i
O=C(O)CCc1nn2c3ccccc3nc2n(-c2ccccc2)c1=O,i
N#Cc1c(NC(=O)COc2ccc(C(=O)NC3CCCCC3)cc2)sc2c1CCC2,i
C[C@@H]1CN([C@@H](C)CO)C(=O)c2cc(NS(=O)(=O)c3cccs3)ccc2O[C@H]1CN(C)C(=O)Nc1ccc2c(c1)OCO2,i
COC(=O)c1cn(CC(=O)N2CCN(c3ccccc3)CC2)nn1,i
CC1(C)CC[C@]2(C(=O)O[C@@H]3O[C@H](CO)[C@@H](O)[C@H](O)[C@H]3O)CC[C@]3(C)C(=CCC4[C@@]5(C)C[C@@H](O)[C@H](O)[C@@](C)(CO)C5CC[C@]43C)C2[C@@H]1O (some centres undefined),i
C[C@@H]1CN([C@@H](C)CO)C(=O)c2cccc(N(C)C)c2O[C@H]1CN(C)Cc1ccc(C(=O)O)cc1,i
COc1ccc(S(=O)(=O)N(C)C[C@@H]2Oc3ncc(C#Cc4ccccc4)cc3C(=O)N([C@H](C)CO)C[C@@H]2C)cc1,i
O=C1C=CC(O)(/C=C/C(=O)OC[C@H]2O[C@@H](Oc3ccc(O)cc3)[C@H](O)[C@@H](OC(=O)/C=C/C3(O)C=CC(=O)C=C3)[C@@H]2O)C=C1,i
COc1ccc(CN(C)C[C@@H]2Oc3ccc(NC(=O)C4CC4)cc3CC(=O)N([C@H](C)CO)C[C@H]2C)cc1,i
COCCCNC(=O)[C@]1(CCS(=O)(=O)c2ccccc2)N=C(c2ccc(OCCCO)cc2)O[C@@H]1c1ccccc1,i
C[C@@H]1CN([C@@H](C)CO)C(=O)c2cc(NC(=O)C3CCCCC3)ccc2O[C@@H](C)CCCCO[C@@H]1CN(C)Cc1ccc(C(=O)O)cc1,i
C[C@H]1CN([C@@H](C)CO)C(=O)Cc2cc(NC(=O)NC3CCCCC3)ccc2O[C@H]1CN(C)Cc1ccc2c(c1)OCO2,i
O=C(CCS(=O)(=O)c1ccc2ccccc2c1)Nc1ccccc1,i
Cc1ccc(-c2nnc(SCC(=O)Nc3c(C)cc(C)cc3C)o2)cc1,i
CC1CCc2sc3ncnc(NCCN4CCOCC4)c3c2C1 (centres undefined),i
C[C@@H]1CN([C@@H](C)CO)C(=O)c2cccc(NC(=O)Nc3ccc(C(F)(F)F)cc3)c2O[C@@H]1CN(C)Cc1ccc(C(=O)O)cc1,i
C[C@@H]1CN([C@H](C)CO)C(=O)c2cc(NC(=O)c3ccncc3)ccc2O[C@@H](C)CCCCO[C@@H]1CN(C)Cc1ccc(C(=O)O)cc1,i
C[C@@H]1CCCCO[C@@H](CN(C)C(=O)c2ccncc2)[C@@H](C)CN([C@H](C)CO)C(=O)c2cc(NS(C)(=O)=O)ccc2O1,i
Cc1ccc(S(=O)(=O)N2CCOCC2)cc1NC(=O)c1cccc(S(=O)(=O)N2CCCC2)c1,i
COc1ccc(NC(=O)CCC(=O)O)cc1,i
C[C@H](CO)N1C[C@H](C)[C@H](CN(C)C(=O)NC2CCCCC2)Oc2ccc(NC(=O)Cc3ccccc3)cc2CC1=O,i
Cc1noc(C)c1S(=O)(=O)N(C)C[C@@H]1Oc2c(NC(=O)c3ccc(-c4nccs4)cc3)cccc2C(=O)N([C@@H](C)CO)C[C@@H]1C,i
Cc1cccc(N(CC(=O)NC(C)(C)C)S(=O)(=O)c2ccc(Cl)cc2)c1,i

Some of the entries so far, with each value named:
Compound: Cc1ccc(S(=O)(=O)N2CCOCC2)cc1NC(=O)c1cccc(S(=O)(=O)N2CCCC2)c1
  NFkB binder = i
Compound: COc1ccc(NC(=O)CCC(=O)O)cc1
  NFkB binder = i
Compound: C[C@H](CO)N1C[C@H](C)[C@H](CN(C)C(=O)NC2CCCCC2)Oc2ccc(NC(=O)Cc3ccccc3)cc2CC1=O
  NFkB binder = i

(list continues)
Molecule,NFkB binder
C[C@@H]1CCCCO[C@H](CN(C)S(=O)(=O)c2cccs2)[C@H](C)CN([C@H](C)CO)C(=O)c2cc(NC(=O)CCC(F)(F)F)ccc2O1,i
COc1ccc(S(=O)(=O)Nc2cccc3c2O[C@@H](CN(C)S(=O)(=O)c2cccs2)[C@H](C)CN([C@@H](C)CO)C3=O)cc1,i
C[C@@H]1CCCCO[C@@H](CN(C)C(=O)c2ccccc2)[C@@H](C)CN([C@H](C)CO)C(=O)c2cc(NS(C)(=O)=O)ccc2O1,i
CNC[C@H]1OCCCC[C@@H](C)Oc2ccc(NC(=O)NC(C)C)cc2C(=O)N([C@@H](C)CO)C[C@@H]1C,i
CNC[C@@H]1Oc2c(N)cccc2C(=O)N([C@@H](C)CO)C[C@@H]1C,i
C[C@@H]1CCCCO[C@@H](CN(C)C(=O)CCC(F)(F)F)[C@@H](C)CN([C@@H](C)CO)C(=O)c2cc(N(C)C)ccc2O1,i
O=C(CN1C(=O)C2C3C=CC(C4CC34)C2C1=O)Oc1ccccc1C(=O)Oc1ccccc1 (centres undefined),i
Cc1cccc(NC(c2ccc(C)s2)c2ccc3ccc(C)nc3c2O)n1 (centres undefined),i
COc1ccc(CN(C)C[C@@H]2OCc3cn(nn3)CCCC(=O)N([C@@H](C)CO)C[C@H]2C)cc1,i
CC(C)NC(=O)Nc1ccc2c(c1)C(=O)N([C@@H](C)CO)C[C@H](C)[C@H](CN(C)Cc1ccncc1)OCCCC[C@H](C)O2,i
C[C@@H]1CN([C@@H](C)CO)C(=O)c2cc(N(C)C)ccc2O[C@@H]1CN(C)S(=O)(=O)c1cccs1,i
CC(C)NC(=O)N(C)C[C@@H]1Oc2c(NC(=O)C3CCOCC3)cccc2C(=O)N([C@@H](C)CO)C[C@@H]1C,i
Cc1cc(C)c(NC(=O)CN(c2ccccc2)S(=O)(=O)N(C)C)c(C)c1,i
CS(=O)(=O)N1N=C(c2cccc(NS(=O)(=O)c3ccccc3)c2)CC1c1ccco1 (centres undefined),i
Cc1ccc(S(=O)(=O)N(C)Cc2nc(-c3ccccn3)no2)cc1,i
CNC[C@@H]1OCCCC[C@H](C)Oc2ccc(NC(=O)Cc3ccccc3)cc2C(=O)N([C@H](C)CO)C[C@@H]1C,i
C[C@@H]1CN([C@H](C)CO)C(=O)c2cccc(NC(=O)c3ccncc3)c2O[C@H]1CN(C)S(=O)(=O)c1ccc(F)cc1,i
Cc1ccc(NC2=CC(=O)c3sc(C)nc3C2=O)cc1,i
COc1ccc(/C=C/C(=O)O[C@]2(C)CCC3C(C(=O)O)=CO[C@@H](O[C@@H]4O[C@H](CO)[C@@H](O)[C@H](O)[C@H]4O)[C@@H]32)cc1 (some centres undefined),i
COc1ccc(C)cc1NC(=O)CN(c1cc(C)cc(C)c1)S(C)(=O)=O,i
COC(=O)C(C(CO)Cc1ccc(O)c(OC)c1)C(O)c1ccc(O)c(OC)c1 (centres undefined),i
Cc1ccc2[nH]c(C)c(CCNC(=O)Nc3ccc(Cl)cc3)c2c1,i
COc1cc(OC)cc(-c2nnc(SCC(=O)N3c4ccccc4Sc4ccccc43)o2)c1,i
C[C@@H]1CCCCO[C@H](CN(C)Cc2ccc(C(F)(F)F)cc2)[C@H](C)CN([C@H](C)CO)C(=O)c2cc(NC(=O)Cc3ccccc3)ccc2O1,i
C[C@@H]1CN([C@@H](C)CO)C(=O)c2cccc(NC(=O)C3CCOCC3)c2O[C@H]1CN(C)C(=O)Nc1ccccc1,i
C[C@@H]1CN([C@H](C)CO)C(=O)c2cccc(NC(=O)c3ccc(-c4nccs4)cc3)c2O[C@@H]1CN(C)C(=O)Nc1ccc(F)cc1,i
C[C@@H]1CN([C@@H](C)CO)C(=O)c2cc(NS(C)(=O)=O)ccc2O[C@H]1CN(C)C(=O)Nc1ccc2c(c1)OCO2,i
C[C@@H]1CN([C@H](C)CO)C(=O)Cc2cc(NC(=O)CCC(F)(F)F)ccc2O[C@@H]1CN(C)C(=O)Nc1ccccc1,i
C[C@@H]1CN([C@H](C)CO)C(=O)c2cc(NC(=O)Nc3ccc4c(c3)OCO4)ccc2O[C@H]1CN(C)S(=O)(=O)c1ccc(F)cc1,i
COC(=O)/C=C/c1cc(O)ccc1O,i
C[C@@H]1CN([C@H](C)CO)C(=O)Cc2cc(NC(=O)Cc3ccccc3)ccc2O[C@@H]1CN(C)Cc1ccncc1,i
COc1c(OC)c2c(C)cccc2oc1=O,i
Cc1noc(C)c1S(=O)(=O)Nc1ccc2c(c1)C(=O)N([C@@H](C)CO)C[C@H](C)[C@H](CN(C)C(=O)Nc1ccc3c(c1)OCO3)O2,i
C[C@H]1CN([C@@H](C)CO)C(=O)c2cc(NS(=O)(=O)c3cccs3)ccc2O[C@@H]1CN(C)C(=O)Nc1ccc(F)cc1,i
C[C@@H]1CN([C@H](C)CO)C(=O)c2cccc(NC(=O)C3CCOCC3)c2O[C@@H]1CN(C)Cc1ccccc1,i
COc1ccc(S(=O)(=O)Nc2ccc3c(c2)CC(=O)N([C@@H](C)CO)C[C@@H](C)[C@H](CN(C)CC2CC2)O3)cc1,i
CC(C)C(=O)Nc1sc2c(c1C(=O)Nc1cccnc1)CCCC2,i
COc1ccc(S(=O)(=O)N(C)C[C@H]2Oc3ccc(NS(C)(=O)=O)cc3CC(=O)N([C@H](C)CO)C[C@H]2C)cc1,i
C[C@H](CO)N1C[C@H](C)[C@H](CN(C)S(=O)(=O)c2ccc(Cl)cc2)Oc2ccc(NC(=O)NC3CCCCC3)cc2CC1=O,i
C[C@H](CO)N1C[C@H](C)[C@@H](CN(C)C(=O)Nc2ccc(C(F)(F)F)cc2)Oc2ccc(NS(=O)(=O)c3ccc(F)cc3)cc2C1=O,i
C[C@@H]1CN([C@H](C)CO)C(=O)Cc2cc(NC(=O)C3CC3)ccc2O[C@H]1CN(C)S(=O)(=O)c1cn(C)cn1,i
CCN(CC)CC#CCOC(=O)C(O)(c1ccccc1)C1CCCCC1 (centres undefined),i
CNC[C@H]1Oc2c(NS(=O)(=O)c3ccc(Cl)cc3)cccc2C(=O)N([C@H](C)CO)C[C@@H]1C,i
CC(=O)NCCc1c[nH]c2ccc(O)cc12,i

Screens as filed in PubChem.
